# M5 ag: human M5 muscarinic receptor agonists, primary screen, CHO-K1 cells, Fluo-8 calcium fluorescence. CHO-K1 hM5 cells; 0% DMSO wells, 100% maximal acetylcholine response. activation, % at 3 µM. 360,000 compounds, 0.19% hits;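 active = activation above the run's mean over test compounds plus 3 SD, cut at about 23% in these data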;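 note: signal is peak over basal fluorescence ratio across the kinetic read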
# Target sequence (P08912 whole entry, looked up): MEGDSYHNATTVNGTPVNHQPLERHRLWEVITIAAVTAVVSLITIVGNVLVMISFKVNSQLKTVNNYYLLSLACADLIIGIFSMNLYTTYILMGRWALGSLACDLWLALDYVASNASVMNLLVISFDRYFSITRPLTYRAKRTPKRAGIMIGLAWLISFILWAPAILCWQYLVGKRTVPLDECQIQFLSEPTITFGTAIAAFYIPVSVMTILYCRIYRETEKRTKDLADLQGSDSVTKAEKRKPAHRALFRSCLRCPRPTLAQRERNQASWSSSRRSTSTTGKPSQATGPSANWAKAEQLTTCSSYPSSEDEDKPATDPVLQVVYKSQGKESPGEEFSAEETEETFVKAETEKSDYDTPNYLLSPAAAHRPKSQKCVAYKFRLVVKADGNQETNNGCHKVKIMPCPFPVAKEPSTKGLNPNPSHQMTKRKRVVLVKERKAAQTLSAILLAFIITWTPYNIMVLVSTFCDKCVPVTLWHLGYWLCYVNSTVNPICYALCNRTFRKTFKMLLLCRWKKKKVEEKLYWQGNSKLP
# TAAR1 ag: human TAAR1 agonists, primary screen, Fluo-8 calcium fluorescence, CHO RD-HGA16 cells. Trace amine-associated receptor 1 (Homo sapiens), Q96RJ0. vehicle wells 0%, saturating PEA agonist 100%. activation, % at 3 µM. 360,000 compounds, 0.99% hits;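 active = activation above the mean activation of all test compounds in the run plus 3 SD, cut at about 38% in these data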
# Target sequence (Q96RJ0 whole entry, looked up): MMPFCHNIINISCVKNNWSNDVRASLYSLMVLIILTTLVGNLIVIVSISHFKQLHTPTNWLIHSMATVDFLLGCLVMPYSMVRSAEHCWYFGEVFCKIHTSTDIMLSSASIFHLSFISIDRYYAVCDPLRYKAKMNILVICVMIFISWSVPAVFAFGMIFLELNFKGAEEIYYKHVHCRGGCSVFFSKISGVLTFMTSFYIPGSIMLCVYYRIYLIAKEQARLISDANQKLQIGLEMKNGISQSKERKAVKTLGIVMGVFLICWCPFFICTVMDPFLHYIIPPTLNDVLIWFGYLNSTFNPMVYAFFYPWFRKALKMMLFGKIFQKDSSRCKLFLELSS
#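 Test system: RD-HGA16 (CHO) cells co-expressing Gα16 and hTAAR1 | Doses: Single dose, 3 µM | Schedule: 17-24 h seeding, 75 min 37 °C dye, 30 min RT | Evaluation: % activation from peak over basal fluorescence ratio, DMSO-to-PEA scaled | Technique: Kinetic Fluo-8 calcium fluorescence | Benchmarks: Low control DMSO, high control PEA (EC100)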
# TAAR1 antagonist: human TAAR1 antagonists, primary screen, Fluo-8 calcium fluorescence, CHO RD-HGA16 cells. 360,000 compounds, 1.5% hits. Trace amine-associated receptor 1 (Homo sapiens), Q96RJ0. inhibition, % at 3 µM. antagonist;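 active = inhibition above a per-plate cutoff, the mean inhibition of test compounds on that plate plus 3 SD, cut at about 49% in these data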;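 note: 0% = DMSO plus EC80 beta-PEA response and 100% = DMSO alone without agonist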
#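 Assay system: CHO-derived RD-HGA16 cells stably expressing human TAAR1 plus Gα16. Timing: 140 s kinetic read after compound, 140 s after agonist. Technique: kinetic Fluo-8 calcium fluorescence measurement. Measure: % inhibition of agonist calcium response.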
# M4 PAM: human M4 muscarinic receptor positive allosteric modulators, primary screen, CHO-K1 cells, Fluo-8 calcium fluorescence | Muscarinic acetylcholine receptor M4 (Homo sapiens), P08173 | CHO-K1 hM4/Gqi5, ACh EC20; 0% = ACh EC20, 100% = maximal ACh | activation, % at 3 µM | 360,000 compounds, 0.4% hits | AID 624126, 2012;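 active = activation above its plate's cutoff, the mean activation of sample wells plus 3 SD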; note: some results filed as inactive read as strong as hits
# M5 PAM: human M5 muscarinic receptor positive allosteric modulators, primary screen, CHO-K1 cells, Fluo-8 calcium fluorescence | Muscarinic acetylcholine receptor M5 (Homo sapiens), P08912 | CHO-K1 hM5, ACh EC20 PAM; 0% = ACh EC20, 100% = ACh EC100 | activation, % at 3 µM | 360,000 compounds, 0.3% hits;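 active = activation above the run cutoff, the mean activation of all test compounds plus 3 SD, cut at about 18% in these data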
#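 Replicates: One well per compound, no replicates | System: Human M5 receptor in CHO-K1 cells | Benchmarks: Low control EC20 acetylcholine (0%), high control EC100 acetylcholine (100%) | Probe or stimulus: Acetylcholine, EC20 level | Times: Fluo-8 loading 80 min at 37 °C plus 30 min room temperature | Signal: Intracellular calcium via Fluo-8 fluorescence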
# CHRM5 antagonist: human M5 muscarinic receptor antagonists, primary screen, CHO cells, Fluo-8 calcium fluorescence; AID 624040, 2012; Muscarinic acetylcholine receptor M5 (Homo sapiens), P08912; CHO-hM5 cells, ACh EC80; inhibition, % at 3 µM; 360,000 compounds, 0.59% hits;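 active = inhibition above a per-plate cutoff, the mean of that plate's test compounds plus 3 SD, cut at about 27% in these data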;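 note: 0% = acetylcholine EC80 with DMSO and 100% = DMSO without agonist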
# CRFBP-R2 block: antagonists of CRF-BP/CRF-R2 complex, primary screen, cell-based, HEK293, calcium dye fluorescence, uHTS; CRF-induced calcium fluorescence; inhibition, % at 11.8 µM; 350,000 compounds, 0.59% hits; AID 588475, 2011;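 active = inhibition of the ligand-induced calcium signal above about 50% at the single tested concentration, limit read from the data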
# CRFR2-BP ag: agonists of CRF-BP/CRF-R2 complex, primary screen, cell-based, HEK293, calcium dye fluorescence, uHTS; CRF-binding protein / CRF receptor 2 complex (human); calcium dye fluorescence (FLIPR); percent of saturating CRF peptide response; activation, % at 13.2 µM; 350,000 compounds, 0.46% hits; AID 588473, 2011;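 active = activation of at least 50%, plus an integration ratio under a set limit after plate pattern correction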;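 note: plate controls were neutral control wells without compound for no effect and CRF at EC100 for full effect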
# M1 PAM parental: nonselective calcium activators in parental CHO-K1 cells, primary screen, counter-screen for M1 PAM project, cell-based, Fluo-8 calcium fluorescence, full deck, 1536-well. ATP EC20; 0% at ATP EC20, 100% at ATP max. 360,000 compounds, 0.02% hits. activation, % at 3 µM;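 active = activation above the run cutoff, the mean activation of all test compounds plus 3 SD, cut at about 40% in these data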;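 note: peak over basal fluorescence ratio in a 140 s read after ATP addition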
# Starred values were filed as active, the others as inactive; . = not tested or not shown.
SMILES,M5 ag,TAAR1 ag,TAAR1 antagonist,M4 PAM,M5 PAM,CHRM5 antagonist,CRFBP-R2 block,CRFR2-BP ag,M1 PAM parental
COc1cc(C(=O)OCC(=O)Nc2ccc(F)cc2F)cc(OC)c1OC,1,4,-4,-6,-5,8,16,2.5,23
CCOC(=O)C1CCN(CC(C)(C)NS(=O)(=O)c2ccc(Cl)cc2)CC1,-5,-2,-11,-8,-3,0,-7,0.6,2
O=C(CNCCO)NC12CC3CC(CC(C3)C1)C2,0,5,-2,13,5,-3,1,-0.6,18
COc1ccc(S(=O)(=O)NCc2ccccn2)cc1OC,-1,-1,-3,1,0,11,0,0.6,5
Oc1cc(NCCN2CCOCC2)cc2cccnc12,4,10,8,-2,5,6,1,2.5,-18
CN(C)c1ccc(N=Nc2ccc(S(N)(=O)=O)cc2)cc1,-4,2,-10,4,3,-4,-1,-1.4,26
CCCCC(OC(=O)c1ccco1)C(=O)NCc1ccc(C)cc1 (stereo unspecified),-3,4,-28,-5,0,18,9,0.8,9
COc1ccccc1N1CCN(C(=O)c2onc(C)c2Cl)CC1,3,0,-3,1,2,-2,-5,0.1,12
Cc1ccc(NC(=O)/C(=C\c2ccccc2)NC(=O)c2ccco2)cc1,-4,0,-47,-20,-18,19,5,-0.5,14
CCc1cc2cc(C)ccc2nc1SCC(=O)N1CC(=O)Nc2ccccc21,3,-4,-9,1,8,-2,-12,0.1,19

# Entries of single compounds, looked up by structure.
# `COc1cc(C(=O)OCC(=O)Nc2ccc(F)cc2F)cc(OC)c1OC` is entered as M5 ag = 1; TAAR1 ag = 4; TAAR1 antagonist = -4; M4 PAM = -6; M5 PAM = -5; CHRM5 antagonist = 8; CRFBP-R2 block = 16; CRFR2-BP ag = 2.5; M1 PAM parental = 23
# `O=C(CNCCO)NC12CC3CC(CC(C3)C1)C2` is entered as M5 ag = 0; TAAR1 ag = 5; TAAR1 antagonist = -2; M4 PAM = 13; M5 PAM = 5; CHRM5 antagonist = -3; CRFBP-R2 block = 1; CRFR2-BP ag = -0.6; M1 PAM parental = 18

# Gathered by group, the compounds so far containing a carbonyl joined to an NH by a bond outside any ring
SMILES,M5 ag,TAAR1 ag,TAAR1 antagonist,M4 PAM,M5 PAM,CHRM5 antagonist,CRFBP-R2 block,CRFR2-BP ag,M1 PAM parental
COc1cc(C(=O)OCC(=O)Nc2ccc(F)cc2F)cc(OC)c1OC,1,4,-4,-6,-5,8,16,2.5,23
O=C(CNCCO)NC12CC3CC(CC(C3)C1)C2,0,5,-2,13,5,-3,1,-0.6,18
CCCCC(OC(=O)c1ccco1)C(=O)NCc1ccc(C)cc1 (stereo unspecified),-3,4,-28,-5,0,18,9,0.8,9
Cc1ccc(NC(=O)/C(=C\c2ccccc2)NC(=O)c2ccco2)cc1,-4,0,-47,-20,-18,19,5,-0.5,14

# Carrying on.
SMILES,M5 ag,TAAR1 ag,TAAR1 antagonist,M4 PAM,M5 PAM,CHRM5 antagonist,CRFBP-R2 block,CRFR2-BP ag,M1 PAM parental
O=C(Nc1cc(S(=O)(=O)N2CCOCC2)ccc1N1CCOCC1)c1cc(=O)[nH]c2ccccc12,3,14,-2,2,0,-3,-15,2.4,7
O=C1COc2ccc(C(=O)COC(=O)CNC(=O)c3ccco3)cc2N1,1,6,6,10,2,-13,20,-6.1,-2
CCn1c(SCC(=O)NCCc2ccc(F)cc2)nnc1-c1cccs1,-6,7,4,-8,-2,14,1,0.4,-7
O=C(NCCc1ccc2c(c1)OCO2)C1CCN(S(=O)(=O)c2ccc(Cl)cc2)CC1,3,-2,-8,-1,-9,0,35,-1.0,11
O=C(NCc1nc2ccccc2[nH]1)C1=C[C@H](c2ccc(Br)cc2)C[C@H](OCc2ccc(CO)cc2)O1,2,9,32,0,-6,15,0,-0.8,5
O=c1oc2cc(OCCO)ccc2c2c1CCCC2,-3,3,-3,3,-8,14,-4,-2.0,10
O=C(Nc1cccc(-c2cn3cccnc3n2)c1)Nc1ccccc1F,7,11,4,-1,1,7,-4,-0.8,16
COc1ccc(/C=N/NC(=O)Cn2cc(C(F)(F)F)ccc2=O)cc1,-2,0,15,-6,1,-1,-7,-0.5,-7
COc1cc2c(cc1OC)CN(C(=O)/C=C/c1cc(OC)c(OC)c(OC)c1)CC2,0,4,-2,4,-7,1,-1,-2.7,-12
O=C(NCc1ccc2c(c1)OCO2)C1CCCN1S(=O)(=O)c1ccc(Cl)cc1 (stereo unspecified),1,-1,-26,2,-7,6,8,-9.4,18

# Looked up by compound from above, two records:
SMILES,M5 ag,TAAR1 ag,TAAR1 antagonist,M4 PAM,M5 PAM,CHRM5 antagonist,CRFBP-R2 block,CRFR2-BP ag,M1 PAM parental
COc1ccc(/C=N/NC(=O)Cn2cc(C(F)(F)F)ccc2=O)cc1,-2,0,15,-6,1,-1,-7,-0.5,-7
O=C(NCc1nc2ccccc2[nH]1)C1=C[C@H](c2ccc(Br)cc2)C[C@H](OCc2ccc(CO)cc2)O1,2,9,32,0,-6,15,0,-0.8,5

# The list goes on.
SMILES,M5 ag,TAAR1 ag,TAAR1 antagonist,M4 PAM,M5 PAM,CHRM5 antagonist,CRFBP-R2 block,CRFR2-BP ag,M1 PAM parental
COC(=O)N/N=C(\C)c1ccco1,0,6,3,5,8,-3,3,-0.4,17
O=C(Cc1ccccc1)Nc1ccc(NC(=O)c2cccs2)c(Cl)c1,-3,33,19,-4,-9,17,17,-3.4,18
COc1cccc(/C=N/NC(=O)CNC(=O)c2cccnc2)c1O,0,0,4,-4,-8,7,-2,-1.2,-6
CCOc1cc(/C=N\NC(=O)OC)ccc1OC(=O)c1ccco1,-2,6,-3,8,-4,5,-19,1.3,3
Cc1noc(C)c1C(=O)N1CCCC(C(=O)c2ccc(Cl)cc2)C1 (stereo unspecified),-2,4,1,4,-4,15,2,1.8,10
Cc1cc(NC(=O)CCSc2ccccc2)ccc1Br,-4,5,28,-8,-14,11,6,1.9,1
CCc1ccc(N2C(=O)CC(NNc3nc4ccccc4s3)C2=O)cc1 (stereo unspecified),-2,0,6,-8,-5,2,1,0.7,-14
Cc1ccc(NC(=O)CN(C)C(=O)Cc2c[nH]c3ccccc23)cc1,0,3,-8,-1,-7,10,5,-2.1,7
CCc1c(C)sc(NC(=O)c2cccs2)c1C(=O)OC(C)C,1,8,-2,6,5,-4,-20,1.3,17
COc1ccc(CCNC(=O)C(C(=O)c2ccccc2)n2cc(Cl)ccc2=O)cc1OC (stereo unspecified),0,2,-20,2,1,3,11,-1.2,23
COc1ccccc1NC(=O)Cn1cnc2c(cnn2-c2ccc(C)c(C)c2)c1=O,2,4,-12,3,0,-2,-17,1.0,3
O=[N+]([O-])c1ccc(N2CCC(=NOCc3ccc(Cl)cc3)CC2)cc1,-1,10,35,-8,-12,6,32,1.4,16
CCOc1ccc(N2C(=O)CC(N3CCC(NC(=O)Nc4ccccc4)CC3)C2=O)cc1 (stereo unspecified),-3,10,-9,-1,-8,-8,-2,0.3,15
O=C(Nc1ccc2nc(C(F)(F)F)[nH]c2c1)[C@@H]1O[C@H](CO)[C@@H](O)[C@H]1O,1,1,-6,5,4,-4,.,.,21
O=C(CC1C(=O)NCCN1Cc1cccc(C(F)(F)F)c1)NCCCOc1cccnc1 (stereo unspecified),-3,6,-8,1,4,1,13,0.3,10
O=C1CCCC2=C1C(c1ccccc1)CC(=O)N2c1ccccc1 (stereo unspecified),-2,0,-18,2,3,2,-22,-2.8,20
COc1cc(CN2CCC(C(=O)NC(c3ccc(-c4ccccc4)cc3)c3cnccn3)CC2)cc(OC)c1 (stereo unspecified),1,19,33,-10,-3,-2,.,.,1
Cc1ccc(CC(NC(=O)c2ccc(C)cc2)C(=O)O)cc1 (stereo unspecified),1,0,2,1,-6,-2,-4,-6.4,-1
Cc1ccc(Cc2c(-c3cccc(Cl)c3)nc3cc(C)c(Br)c(C)n23)cc1,2,0,-13,-2,-6,-3,.,.,-9
O=C(CSc1nnc(CNC(=O)c2c(F)cccc2F)o1)NCc1ccc(F)cc1,-2,2,-3,6,2,1,-4,-0.1,22
C#Cc1ccc([C@@H]2C=C(C(=O)OCC=C)O[C@H](OCCCCO)C2)cc1,-2,-1,-15,16,10,10,-3,-0.3,18
Cc1cc2c(cc1C)CSC(c1ccccc1OC(=O)C(C)C)SC2,-6,6,22,6,10,-7,-14,3.5,19
Cc1cccc(C)c1NC(=O)CN1CCN(CCCC(c2ccc(F)cc2)c2ccc(F)cc2)CC1,5,1,-18,-18,-14,13,-22,0.3,29
CC(=O)N1CCc2cc(S(=O)(=O)NCCC3=CCCCC3)ccc21,8,13,22,-6,-20,22,-4,-0.3,6
Cc1nn(Cc2ccccc2Cl)c(C)c1NC(=O)c1cc(-c2ccc(F)cc2)on1,-2,55*,63*,0,-4,-4,13,-2.0,6
Cc1oc2ccc(OCc3cccc(Cl)c3)cc2c1C(=O)O,-1,-1,-28,-1,-4,17,22,-1.6,3
CC1CC(C)CN(C(=S)NC2CCCCC2)C1 (stereo unspecified),-2,34,-7,8,-1,-4,-13,-9.3,17
COc1ccc(/C=N/NC(=O)CC(=O)NCc2cccnc2)cc1[N+](=O)[O-],-2,1,-14,5,-2,-7,6,-1.4,23
CCOc1ccc(CN(C)C(=O)c2cccc(S(=O)(=O)N3CCCC3)c2)cc1OC,-1,-1,0,-4,0,16,1,0.6,12
COc1ccccc1NC(=O)Nc1ccc(Cc2ccncc2)cc1,-5,0,4,-10,-6,5,13,-0.4,7
COc1ccccc1Cc1c(C2CCCCC2)nc2ccc(Br)cn12,-2,0,0,-5,-10,6,.,.,2
COc1ccc(S(=O)(=O)N(CCCN2CCCC2=O)Cc2cc3cc(C)c(C)cc3[nH]c2=O)cc1,-5,11,18,-8,-11,-7,-24,-2.0,13
CCOC(=O)c1cnc2c(Cl)c(Cl)ccc2c1N1CCN(C)CC1,-9,6,1,2,10,2,-49,3.3,22

# Exported bar-delimited: part of the list above.
smiles | M5 ag | TAAR1 ag | TAAR1 antagonist | M4 PAM | M5 PAM | CHRM5 antagonist | CRFBP-R2 block | CRFR2-BP ag | M1 PAM parental
Cc1oc2ccc(OCc3cccc(Cl)c3)cc2c1C(=O)O | -1 | -1 | -28 | -1 | -4 | 17 | 22 | -1.6 | 3
CC1CC(C)CN(C(=S)NC2CCCCC2)C1 (stereo unspecified) | -2 | 34 | -7 | 8 | -1 | -4 | -13 | -9.3 | 17

# Screens deposited in PubChem by several laboratories.
